# Bioassay records deposited in PubChem by several laboratories.
# UBC9 SUMO inh – inhibitors of in vitro SUMOylation cascade, primary screen, biochemical, HTRF, uHTS. HTRF SUMOylation assay, SAE1/SAE2 + UBC9. SUMO-conjugating enzyme UBC9 (Homo sapiens), P63279. inhibition, % at 35 µM. 290,000 tested, 0.36% active; in the data active = inhibition above about 50%, passing the limit was not always enough; note: strong numbers were not always called active
# Target sequence (P63279 whole entry, looked up): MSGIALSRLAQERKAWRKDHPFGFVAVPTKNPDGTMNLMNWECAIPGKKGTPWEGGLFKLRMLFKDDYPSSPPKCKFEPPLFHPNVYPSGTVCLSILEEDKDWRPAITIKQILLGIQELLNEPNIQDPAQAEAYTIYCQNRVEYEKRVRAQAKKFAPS
# IMP-1 inh – IMP-1 metallo-beta-lactamase inhibitors, primary screen, biochemical, epi-absorbance readout, Pseudomonas aeruginosa enzyme; metallo-beta-lactamase IMP-1 (Pseudomonas aeruginosa); purified IMP-1, nitrocefin hydrolysis, epi-absorbance fluorescence; inhibition, % at 5.6 µM; 290,000 tested, 0.45% active; AID 1556, 2009;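 active = inhibition above the mean plus 3 SD of all compounds in the same screening run, cut at about 4.5% in these data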;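 note: 0% = IMP-1 with DMSO and 100% = DMSO wells lacking enzyme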
#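 System: Purified IMP-1 | Read-out basis: Percent enzyme inhibition | Controls: IMP-1 with DMSO as 0%, enzyme-free DMSO as 100% | Replicates: One well per compound | Doses: 5.6 µM nominal single concentration | Detection: Epi-absorbance fluorescence, 480 nm excitation, 530 nm emission | Incubation: 25 °C, 15 min preincubation, 25 min reaction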
# DNA FID counter – compounds displacing fluorescent DNA intercalator, primary screen, artefact control for HCV NS3 helicase inhibitor project, biochemical, FID fluorescence | 290,000 tested, 0.17% active | inhibition, % at 7.9 µM | DNA fluorescent intercalator displacement; in the data active = inhibition above about 37%;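 note: 0% = vehicle and 100% = reference compound; higher means more ethidium bromide displaced from hairpin DNA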
# HCV NS3 hel inh – inhibitors of HCV NS3 helicase, primary screen, biochemical, Cy5 molecular beacon fluorescence; inhibition, % at 10.9 µM; 290,000 tested, 0.56% active; AID 1800, 2009; NS3 helicase DNA unwinding; Hepatitis C virus NS3 helicase;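 active = inhibition above the mean of all tested compounds plus 3 SD, set per campaign, cut at about 35% in these data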;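 note: 0% = DMSO wells and 100% = thioflavine S control wells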
#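 Test system: hepatitis C virus NS3 helicase domain fragment enzyme. Also added: annealed dual-labelled DNA beacon duplex, ATP-started. Timing: 60 min unwinding reaction at 25 °C after ATP addition. Technique: Cy5 fluorescence. Measure: % inhibition of unwinding.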
# VIM-2 inh – VIM-2 metallo-beta-lactamase inhibitors, primary screen, biochemical, epi-absorbance readout, Pseudomonas aeruginosa enzyme. purified VIM-2, nitrocefin hydrolysis, epi-absorbance fluorescence. inhibition, % at 5.6 µM. 290,000 tested, 0.89% active;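 active = inhibition above the mean of all tested compounds plus 3 SD, cutoff set per screening run, cut at about 7.5% in these data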;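 note: red hydrolysis product quenches plate fluorescence so inhibitors raise well fluorescence; 0% = enzyme with DMSO and 100% = DMSO without enzyme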
# PfM18AAP inh – PfM18AAP inhibitors, malaria aminopeptidase, primary screen, biochemical, QFRET, recombinant enzyme; H-Glu-NHMec fluorogenic cleavage; inhibition, % at 7.35 µM; 290,000 tested, 1.2% active; AID 1822, 2009;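 active = inhibition above the campaign mean inhibition over all tested compounds plus 3 SD, cut at about 28% in these data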;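 note: 0% = plate median of test compound wells and 100% = 2 mM ZnCl2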
# MEKK2 WT-MEK5 – modulators of MEK5 binding to wildtype MEKK2, primary screen, biochemical, multiplex bead flow cytometry, Alexa488-MEK5. Alexa488-MEK5 binding to MEKK2 WT; actives lie on both sides. binding response (% of control), % at 10 µM. Mitogen-activated protein kinase kinase kinase 2 (Homo sapiens), Q9Y2U5. 290,000 tested, 1.1% active; in the data active = binding response below about 67% or above about 130%
# NALP1 yeast inh – NALP1 inflammasome inhibitors in reconstituted yeast, colorimetric, S. cerevisiae, triplicate retest; S. cerevisiae NALP1/ASC/caspase-1 growth, X-gal OD620, 72 h; inhibition, % at 10 µM; 280,000 tested, 0.61% active; AID 2071, 2009; in the data active = inhibition mostly above about 24%, no sharp cut-off; inactive = mostly below about 32%; note: some compounds called inactive have numbers as strong as hits
# MEKK2mut PB1 HTS – MEK5 binding signal on mutant MEKK2 PB1, primary screen, biochemical, multiplex bead flow cytometry, Alexa488-MEK5; Alexa488-MEK5 binding to MEKK2 mutant; percent response, % at 10 µM; 290,000 tested, 0.35% active; in the data active = percent response above about 24%, passing the limit was not always enough; note: inactives centre near 1; some results filed as inactive read as strong as hits
# The depositor's hits bear a star; / = not tested or not shown; [ ] = dose if it differs, or a comment.
cpd	structure	DNA FID counter	MEKK2mut PB1 HTS	PfM18AAP inh	MEKK2 WT-MEK5	IMP-1 inh	VIM-2 inh	HCV NS3 hel inh	NALP1 yeast inh	UBC9 SUMO inh
1	Cc1ccc(C(=O)N2CCCC2)c(F)c1F	-2	6	-2	106	-3.1	-3.2	4	-2	10
2	O=C(NCCCn1ccnc1)c1cc2c(s1)CCCCC2	6	6	12	104	0.0	0.8	6	10	7
3	COc1nc(C)nc2c1sc(=S)n2C	2	5	10	103	-1.7	-1.8	-2	7	15
4	CCn1cc(/C=C(\NC(=O)c2ccc(OC)c(OC)c2)C(=O)NCCN2CCOCC2)c2ccccc21	25	-5	4	98	0.1	-0.7	-16	13	1
5	CN(C)c1ccc(NC(=O)c2cnsn2)cc1	13	-8	2	89	-3.6	-3.3	4	12	-19
6	O=C(NCc1ccccc1)c1ccc(-c2ccccc2F)o1	-15	-13	17	82	-2.6	0.6	-5	3	2
7	COc1cccc(C(=O)OCC(=O)Nc2ccccc2N2CCOCC2)c1	-21	0	-2	99	-2.2	-2.2	-8	3	-1
8	COC1=C/C(=C/c2c(N)n3nc(CC(=O)N4CCCCC4)sc3nc2=O)C=CC1=O	-32	-2	13	101	-0.7	4.4	31	4	-9
9	CCN1CC2([N+](=O)[O-])CC=C(OC)C([N+](=O)[O-])(C1)C2 (stereo not drawn)	-3	-1	0	93	-2.8	-2.0	13	24	-5
10	COC(=O)C1=C(C)NC(=O)/C1=C/c1ccc(CNS(=O)(=O)c2ccc(C)cc2)o1	-6	4	5	102	-2.0	-0.4	-2	-4	4
11	COc1cccc(-c2nc(CCl)cs2)c1	6	-19	-4	76	-0.5	3.8	18	-1	24
12	Cc1cc2c3c(c1)C(C)(c1ccccc1)CC(C)(C)N3C(=O)C21C(C#N)=C(N)OC2=C1C(=O)CC(C)(C)C2 (stereo not drawn)	-32	-2	4	88	-1.4	-2.4	-7	19	-27
13	CN1C(=S)SC(/[N+]([O-])=C\c2cccs2)C1(C)C (stereo not drawn)	-7	3	3	110	2.4	-1.1	18	7	8
14	CCn1c(CN2CCN(c3cccc(C)c3C)CC2)n[nH]c1=S	-33	-2	12	94	-1.2	-4.2	1	19	-10
15	Cc1cc(=O)oc2cc(OCC(O)CN3CCN(c4ccccc4)CC3)ccc12 (stereo not drawn)	0	/	1	/	-2.9	-0.8	1	12	32
16	Cc1ccc(C(=O)Nc2c(-c3cccs3)nc3cc(C)ccn23)cc1	-10	0	-1	100	-1.7	0.0	0	12	-4
17	Cc1nc2sc(C(=O)Nc3ccccc3)c(N)c2c(C)c1[N+](=O)[O-]	3	-2	-4	95	-3.3	-1.6	-9	-1	7
18	CC(=O)Nc1cccc(NC(=O)c2ccc3c(c2)CCN3S(C)(=O)=O)c1	-4	-1	-10	103	-0.1	-1.9	2	-13	-2
19	CN(C)S(=O)(=O)c1ccc(Nc2nc(C3CC3)nc3c2nnn3Cc2ccccc2Cl)cc1	0	0	-8	97	-4.8	-2.6	11	34	3
20	CCOC(=O)C1(Cc2cccc(OC)c2)CCCN(Cc2cc(OC)c(O)c(OC)c2)C1 (stereo not drawn)	-2	1	7	102	-1.3	-1.8	-7	12	12
21	COC(=O)c1ccc(NC(=O)C(=O)N2CCN(C(=S)Nc3ccccc3OC)CC2)cc1	-9	-2	-2	96	-1.7	-1.7	-11	16	-7
22	CC1CCN(c2c(NCC3CCC(C(=O)NCCc4ccccc4)CC3)c(=O)c2=O)CC1 (stereo not drawn)	-38	13	-11	106	-1.2	-1.0	8	33	14
23	Fc1cccc(-c2cc3nc4c(c(N5CCC6(CC5)OCCO6)n3n2)CCCC4)c1	0	-16	-9	84	-3.1	-2.1	4	21	-4
24	O=C(Nc1ccc2sc3ccccc3c(=O)c2c1)c1ccccc1Cl	-3	-1	4	92	-1.7	-1.9	-4	3	-21
25	Cc1ccc2nc(NC(=O)c3ccccc3F)sc2c1	-2	5	-2	103	1.2	-1.0	-9	-7	9

# Nothing new here: an excerpt of the list.
cpd	structure	DNA FID counter	MEKK2mut PB1 HTS	PfM18AAP inh	MEKK2 WT-MEK5	IMP-1 inh	VIM-2 inh	HCV NS3 hel inh	NALP1 yeast inh	UBC9 SUMO inh
1	Cc1ccc(C(=O)N2CCCC2)c(F)c1F	-2	6	-2	106	-3.1	-3.2	4	-2	10
2	O=C(NCCCn1ccnc1)c1cc2c(s1)CCCCC2	6	6	12	104	0.0	0.8	6	10	7
3	COc1nc(C)nc2c1sc(=S)n2C	2	5	10	103	-1.7	-1.8	-2	7	15
4	CCn1cc(/C=C(\NC(=O)c2ccc(OC)c(OC)c2)C(=O)NCCN2CCOCC2)c2ccccc21	25	-5	4	98	0.1	-0.7	-16	13	1
5	CN(C)c1ccc(NC(=O)c2cnsn2)cc1	13	-8	2	89	-3.6	-3.3	4	12	-19
6	O=C(NCc1ccccc1)c1ccc(-c2ccccc2F)o1	-15	-13	17	82	-2.6	0.6	-5	3	2
7	COc1cccc(C(=O)OCC(=O)Nc2ccccc2N2CCOCC2)c1	-21	0	-2	99	-2.2	-2.2	-8	3	-1

# Following part
cpd	structure	DNA FID counter	MEKK2mut PB1 HTS	PfM18AAP inh	MEKK2 WT-MEK5	IMP-1 inh	VIM-2 inh	HCV NS3 hel inh	NALP1 yeast inh	UBC9 SUMO inh
26	CCc1ccc(NC(=O)Nc2ccc3c(c2)CCC3)cc1	-12	8	2	104	-3.0	-3.4	5	-4	3
27	COC(=O)c1ccc(CSc2ncn[nH]2)o1	1	3	-2	98	-3.0	-3.8	-7	10	14
28	CC(C)N=C1NN=C(c2ccc(Cl)c(Cl)c2)CS1	1	-9	-2	92	-2.1	-0.7	-10	21	-3
29	N#CCSc1nnc(-c2ccccc2)c(-c2ccccc2)n1	-20	5	-2	100	-4.2	-2.9	0	-4	7
30	COCCNC(=O)/C(C#N)=C/C(C)=C/c1ccccc1	-9	-1	9	103	-2.5	-3.5	-2	39	-5
31	Cc1cc(C)cc(N2C(=O)C3CCCN3C2=S)c1 (stereo not drawn)	-5	3	-6	104	0.2	0.9	-1	-1	0
32	c1ccc(Oc2cc(-c3ccccc3)ncn2)cc1	-7	11	4	107	-2.7	-5.0	0	1	6
33	COc1ccc(CCNc2ncnc3sccc23)cc1OC	-7	-3	-3	95	-1.4	-0.2	-1	4	8
34	OCCN1CCN(CC(O)COc2ccc3c(c2)OCO3)CC1 (stereo not drawn)	-6	1	-2	102	-1.6	-0.4	0	4	26
35	COc1cccc(CNC(=O)C2CC(=O)N(C3CCCCCCC3)C2)c1 (stereo not drawn)	-41	1	-9	94	-1.1	-0.1	10	11	/
36	Cc1cccc(NC(=S)N(C)Cc2cn(C)c3ccccc23)c1	-9	-2	6	100	-3.0	-3.1	-9	-6	-4
37	Cn1c(=O)c(C(=O)CN2CCN(Cc3ccc4c(c3)OCO4)CC2)c(N)n(Cc2ccccc2)c1=O	17	4	-4	105	-3.2	-1.7	-14	17	14
38	COC(=O)c1cncc(O)c1	-1	7	4	101	-6.7	-4.5	0	0	7
39	CCSc1ncc(Cl)c(C(=O)Nc2ccccc2)n1	-7	-10	-5	102	-3.2	1.4	-21	19	-3
40	CCc1ccc(NS(=O)(=O)c2cccc3nsnc23)cc1	-11	6	1	106	-0.6	-0.6	16	11	3
41	Cc1cc(NC(=O)COC(=O)C(Nc2ccc(C(F)(F)F)cc2Cl)C(C)C)no1 (stereo not drawn)	-3	-4	9	97	-0.3	2.0	-13	18	-15
42	CCCCc1c(C)c2ccc(OCC(C)=O)cc2oc1=O	-19	-6	-7	95	-1.1	1.4	0	-1	9
43	COc1cc(SC)ccc1C(=O)N(Cc1ccccc1)c1ccccc1	-43	6	0	99	-3.4	-3.7	-5	24	2
44	Nc1c(Nc2ccccc2)c2ccccc2oc1=O	1	1	2	98	-4.7	-1.9	-2	43	-14
45	CN(Cc1cccc(F)c1)CC(O)COCc1ccccc1Cl (stereo not drawn)	8	-6	-4	96	-1.1	-0.1	-9	11	0
46	Cc1noc(C)c1COc1ccc(C(=O)OCc2nnc(-c3ccc(Cl)cc3)o2)cc1	-8	-21	-8	2.0*[inhibitor]	-3.4	-3.0	30	1	-2
47	COc1cccc(NC(=O)N(CCCN2CCOCC2)C(C)c2cc3cccc(OC)c3o2)c1 (stereo not drawn)	10	-1	-8	97	-4.7	-0.6	-2	30	1
48	CN(CC(=O)NCc1ccccc1)Cc1cccc(F)c1	9	3	5	96	5.6*	-2.2	0	8	8
49	COc1ccc(N2CCC(CNC(=S)Nc3c(C)cccc3C)C2)cc1 (stereo not drawn)	-1	-3	16	98	-3.2	-1.9	-25	/	8
50	CC(C)=CCc1c2c(c3occ(-c4ccc(O)cc4)c(=O)c3c1O)C=CC(C)(C)O2	0	-3	4	107	-2.1	-3.0	18	6	-16

# Three entries drawn at random from those above, as already listed:
cpd	structure	DNA FID counter	MEKK2mut PB1 HTS	PfM18AAP inh	MEKK2 WT-MEK5	IMP-1 inh	VIM-2 inh	HCV NS3 hel inh	NALP1 yeast inh	UBC9 SUMO inh
48	CN(CC(=O)NCc1ccccc1)Cc1cccc(F)c1	9	3	5	96	5.6*	-2.2	0	8	8
26	CCc1ccc(NC(=O)Nc2ccc3c(c2)CCC3)cc1	-12	8	2	104	-3.0	-3.4	5	-4	3
38	COC(=O)c1cncc(O)c1	-1	7	4	101	-6.7	-4.5	0	0	7

# Next part:
cpd	structure	DNA FID counter	MEKK2mut PB1 HTS	PfM18AAP inh	MEKK2 WT-MEK5	IMP-1 inh	VIM-2 inh	HCV NS3 hel inh	NALP1 yeast inh	UBC9 SUMO inh
51	O=C(CSc1n[nH]c(=O)n1-c1cccnc1)N1CCOCC1	0	-7	16	100	2.8	-0.3	-2	-10	0
52	O=C(CN1CCC(C(=O)c2cccc(Cl)c2)CC1)Nc1cccc(C(=O)O)c1	4	-13	2	90	-0.8	-1.8	1	11	12
53	COc1ccc(S(=O)(=O)N2CCOC2CNC(=O)C(=O)NCc2ccccc2OC)cc1 (stereo not drawn)	-32	7	5	104	-0.2	-1.2	15	33	6
54	Cc1cccc(CN2CCN(Cc3cnn(-c4ccccc4F)c3)CC2CCO)n1 (stereo not drawn)	-4	8	-1	104	-2.4	-1.5	16	16	6
55	CN(Cc1ccccc1)C(=O)C1CCN(S(=O)(=O)c2cc([N+](=O)[O-])ccc2Cl)CC1	1	9	-7	102	-2.3	-2.8	-4	21	8
56	Cc1ccc(CC(=O)N2CCN(c3ccccn3)CC2)cc1	-22	3	-15	103	-1.9	-5.9	-2	8	21
